Source: PubChem BioAssay
RPL19A-GFP yeast: RPL19A-GFP expression modulators in yeast, primary screen, cell-based, S. cerevisiae, multiplex flow cytometry, MLPCN. AID 2025, 2009. 330,000 compounds, 0.3% hits. S. cerevisiae RPL19A-GFP strain, 3 h; hits give low values. percent response vs DMSO, % at 10 µM;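 active = percent response vs DMSO below 50%; inconclusive = fewer than 70 events counted for the yeast strain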;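 also: median channel GFP fluorescence of the barcoded RPL19A-GFP strain; ratio of sample median GFP to plate DMSO average so 100% = DMSO; lower means less RPL19A-GFP as with rapamycin TOR inhibition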
VLA-4 inh: inhibition in human VLA-4 binding assay, primary screen, VLA-4 allosteric modulator project, MLPCN library, flow cytometry, VLA-4 expressing cells. Integrin alpha-4 (Homo sapiens), P13612. ligand binding flow cytometry. inhibition, % (about 7 µM as worked out from the volumes in the protocol). 330,000 compounds, 0.2% hits; in the data active = inhibition above about 50%
Target sequence (P13612 whole entry, looked up): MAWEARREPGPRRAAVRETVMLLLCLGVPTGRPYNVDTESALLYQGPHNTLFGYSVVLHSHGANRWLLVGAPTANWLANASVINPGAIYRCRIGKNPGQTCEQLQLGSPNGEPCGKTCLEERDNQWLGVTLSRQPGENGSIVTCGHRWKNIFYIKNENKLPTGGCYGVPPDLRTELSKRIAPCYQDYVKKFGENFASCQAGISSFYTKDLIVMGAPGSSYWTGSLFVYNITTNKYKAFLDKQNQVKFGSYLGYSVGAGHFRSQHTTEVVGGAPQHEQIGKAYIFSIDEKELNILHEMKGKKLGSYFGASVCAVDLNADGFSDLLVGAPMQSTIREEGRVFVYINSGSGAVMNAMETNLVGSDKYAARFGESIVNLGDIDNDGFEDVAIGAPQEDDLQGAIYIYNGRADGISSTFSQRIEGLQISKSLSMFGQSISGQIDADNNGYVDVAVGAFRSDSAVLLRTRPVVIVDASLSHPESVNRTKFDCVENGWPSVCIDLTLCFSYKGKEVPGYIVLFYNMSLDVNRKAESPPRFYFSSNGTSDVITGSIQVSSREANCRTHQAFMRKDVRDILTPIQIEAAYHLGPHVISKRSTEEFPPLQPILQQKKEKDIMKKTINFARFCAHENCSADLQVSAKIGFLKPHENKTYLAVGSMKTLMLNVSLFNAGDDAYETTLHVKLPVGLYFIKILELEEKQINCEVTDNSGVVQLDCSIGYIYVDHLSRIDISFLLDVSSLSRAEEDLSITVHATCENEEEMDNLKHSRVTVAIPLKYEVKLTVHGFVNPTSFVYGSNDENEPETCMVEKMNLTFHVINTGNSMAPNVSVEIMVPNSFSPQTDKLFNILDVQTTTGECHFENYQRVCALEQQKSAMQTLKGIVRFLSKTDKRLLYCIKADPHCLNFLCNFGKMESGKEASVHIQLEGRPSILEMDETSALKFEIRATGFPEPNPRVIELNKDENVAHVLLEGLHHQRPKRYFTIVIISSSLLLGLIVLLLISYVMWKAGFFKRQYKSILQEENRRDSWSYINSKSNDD
LAP4-GFP MLPCN: modulators of LAP4-GFP expression in yeast, primary screen, S. cerevisiae, multiplex flow cytometry, MLPCN library; 3 h; median GFP as percent of DMSO wells; GFP response vs DMSO, % at 10 µM; 320,000 compounds, 0.34% hits; AID 2023, 2009;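 active = GFP response vs DMSO above a set limit, about the screen mean plus 3 SD, cut at about 150% in these data; inconclusive = under 70 cell events counted for the yeast strain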
GRK2 aptamer HTS: compounds blocking aptamer binding on GRK2 – biochemical, human GRK2, bead flow cytometry, HTS, primary screen. Beta-adrenergic receptor kinase 1 (Homo sapiens), P25098. FAM-aptamer displacement from GRK2. inhibition of aptamer binding, % at 10 µM. 330,000 compounds, 0.59% hits. AID 488847, 2010;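 active = inhibition of aptamer binding above 40%, roughly 3 SD of noise, on plates passing a quality check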;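 also: median bead fluorescence of bound FAM aptamer so fluorescent compounds give negative values; no value below 0 was filed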
JMJD2C inh: inhibitors of GASC-1 histone demethylase, primary screen, biochemical, fluorescence, DELFIA europium; Lysine-specific demethylase 4C (Homo sapiens), Q9H3R0; GST-JMJD2C(1-420) H3K9me3 demethylation; inhibition, % at 2.35 µM; 330,000 compounds, 0.069% hits;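 active = more than half of a compound's replicate wells show inhibition beyond 50%, single wells judged on their own value; inconclusive = some, but no more than half, of replicates pass 50% inhibition; inactive = no replicate passes 50% inhibition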;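 also: signal counts dimethyl H3K9 product captured on neutravidin plate; 0% = median of DMSO wells and 100% = 0.3 times that DMSO median; strong numbers were not always called active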
CIT2-GFP yeast: modulators of CIT2-GFP expression in yeast, primary screen, S. cerevisiae, GFP fusion, multiplex flow cytometry, MLPCN library; S. cerevisiae CIT2-GFP strain, 3 h; 100 means same as DMSO wells; GFP response vs DMSO, % at 10 µM; 320,000 compounds, 0.065% hits; AID 2029, 2009;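 active = GFP response relative to DMSO above a set limit, near the screen mean plus 3 SD, cut at about 150% in these data; inconclusive = Fewer than 70 cells measured for a yeast strain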;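 also: ratio of well median GFP fluorescence to mean of DMSO wells on the plate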
MEP2-GFP yeast: modulators of MEP2-GFP levels in yeast, primary screen, S. cerevisiae, multiplex flow cytometry, MLPCN library | S. cerevisiae MEP2-GFP strain, 3 h; 100% = DMSO control level | GFP response vs DMSO, % at 10 µM | 330,000 compounds, 0.51% hits;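 active = GFP response versus DMSO above a set limit, roughly screen mean plus 3 SD, cut at about 180% in these data; inconclusive = fewer than 70 cells counted for a yeast strain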;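 also: median GFP fluorescence of the barcode-gated MEP2-GFP cells per well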
AGP1-GFP MLPCN: modulators of AGP1-GFP expression in yeast TOR pathway, primary screen, cell-based, multiplex flow cytometry, S. cerevisiae, MLPCN library; AID 2066, 2009; GFP response vs DMSO, % at 10 µM; 3 h; GFP as percent of DMSO wells; 320,000 compounds, 0.02% hits;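 active = GFP response relative to DMSO above a set limit, near screen average plus 3 SD, cut at about 150% in these data; inconclusive = fewer than 70 cells counted for the yeast strain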;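 also: median GFP channel fluorescence of the gated AGP1 strain per well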
Active calls of the source: *; ? = inconclusive; . = no result given; [ ] = dose if it differs, or a comment.

SMILES | RPL19A-GFP yeast | VLA-4 inh | LAP4-GFP MLPCN | GRK2 aptamer HTS | JMJD2C inh | CIT2-GFP yeast | MEP2-GFP yeast | AGP1-GFP MLPCN
COc1ccc(C)cc1N(C(=O)c1ccc(C#N)cc1)C1=NC(C)(C)CS1 | 108 | 5 | 98 | 0 | 6 | 102 | 95 | 102
Cc1c(N(C(=O)CNC(=O)c2ccccc2)C2(C(=O)NC3CCCC3)CCCCC2)c(=O)n(-c2ccccc2)n1C | 101 | 21 | 102 | 0 | 137 | 103 | 105 | 107
Cc1ccc(S(=O)(=O)N2CCN(C(=O)N3CCOCC3)C2C(C)C)cc1 (centres undefined) | 100 | 3 | 110 | 0 | -7 | 95 | 106 | 100
Cc1cc(C)c(S(=O)(=O)N2CCCC(C(=O)NC3CCCC3)C2)c(C)c1 (centres undefined) | 103 | 1 | 102 | 5 | 9 | 116 | 106 | 107
COC(=O)[C@]1(C)N[C@H](CN(C)C(=O)Nc2ccc(C(F)(F)F)cc2)[C@@H]2C(=O)N(C)C(=O)[C@@H]21 | 103 | 42 | 97 | 0 | -4 | 96 | 102 | 104
O=C(Cn1cnc([N+](=O)[O-])n1)N/N=C/c1ccc2ccccc2c1 | 105 | 5 | 99 | 0 | 10 | 110 | 104 | 96
NS(=O)(=O)c1ccc(NC(=O)COC(=O)C2CC(=O)N(Cc3ccccc3)C2)cc1 (centres undefined) | 94 | -5 | 94 | 2 | 10 | 93 | 91 | 91
c1ccc(Sc2cnc3ccccc3n2)cc1 | 102 | 15 | 97 | 0 | 4 | 96 | 100 | 97
O=S(=O)(NCc1cccnc1)c1cccs1 | 94 | -22 | 101 | 0 | 4 | 98 | 101 | 102
CCCCN(C)C(=O)Cn1nc(-c2ccc(Cl)cc2)ccc1=O | 102 | -12 | 88 | 0 | -17 | 108 | 102 | 93
N#C/C(=N\Nc1ccc(Cl)cc1)C(=N)N1CCCCCC1 | 98 | -14 | 94 | 0 | -7 | 100 | 90 | 96
COc1c2ccoc2c(OC[C@@H](OC(C)=O)C(C)(C)O)c2oc(=O)ccc12 | 102 | 0 | 104 | 0 | -9 | 105 | 96 | 101
CC1(C)Oc2ccc(C(=O)NC3CCCC3)cc2N(CC(=O)NC2CCCC2)C1=O | 110 | -3 | 100 | 0 | -10 | 95 | 104 | 98
COc1ccc(-c2cc(C(F)F)n3ncc(C(=O)N4CCc5ccccc5C4)c3n2)cc1 | 99 | 4 | 98 | 3 | 18 | 94 | 95 | 91
COc1ccc(NC(=O)NC(C)c2ccc3c(c2)OCO3)cc1OC (centres undefined) | 101 | -19 | 89 | 2 | 4 | 105 | 103 | 100
O=C(CN1CCC(c2nc3ccccc3s2)CC1)NCc1ccccc1 | 97 | 4 | 89 | 6 | 10 | . | 99 | 98
CC(=O)N1CCOCCOCCN(C(C)=O)CCOCCOCC1 | 98 | 2 | 100 | 2 | 17 | 96 | 101 | 97
Cc1ccc(NC(=O)Cn2c(=O)oc3ccccc32)cc1Cl | 103 | 28 | 107 | 0 | -3 | 103 | 105 | 96
Cc1cc(N(C)C(=O)c2ccc3c(c2)S(=O)(=O)c2cc(Cl)ccc2C3=O)c(C(F)(F)F)o1 | 102 | -9 | 78 | 4 | -2 | 82 | 89 | 78
O=C(Nc1ccc(N2CCCC2)c(Cl)c1)c1ccc([N+](=O)[O-])cc1 | 96 | 25 | 109 | 2 | -2 | 89 | 95 | 98
c1ccc(C2=Nc3cccnc3C(c3ccccc3)=NN2)cc1 | 99 | 12 | 113 | 0 | 2 | 109 | 105 | 110
C=CCn1c(SCC(=O)N2CCN(c3ccc(F)cc3)CC2)nnc1-c1ccco1 | 105 | 14 | 107 | 0 | -1 | 112 | 110 | 111
CCCC(=O)Nc1nnc(C2CCCO2)s1 (centres undefined) | 103 | -2 | 100 | 1 | -5 | 113 | 106 | 105
O=c1c2c(O)cc(O)cc2oc2ccc(O)c(O[C@@H]3O[C@H](CO)[C@@H](O)[C@H](O)[C@H]3O[C@H]3O[C@H](CO)[C@@H](O)[C@H](O)[C@H]3O)c12 | 99 | -1 | 104 | 0 | -5 | 105 | 96 | 103
CCn1c(SCC(N)=O)nnc1-c1cc2c(C)nn(-c3ccccc3)c2s1 | 92 | -6 | 101 | 4 | -6 | 94 | 99 | 100
C[C@]12CC[C@@H]3c4ccc(O)cc4CC[C@H]3[C@@H]1C[C@@H](O)[C@@H]2O[C@@H]1O[C@H](C(=O)O)[C@@H](O)[C@H](O)[C@H]1O | 94 | 32 | 103 | 0 | 3 | 88 | 94 | 88
CCOC(=O)C1(CCOc2ccccc2)CCN(Cc2ccccc2O)CC1 | 106 | -7 | 89 | 1 | 7 | 110 | 102 | 104
O=C(CCN1CCOCC1)Nc1ccc(F)cc1 | 101 | -26 | 102 | 0 | 5 | 102 | 109 | 104
S=c1nc(C23CC4CC(CC(C4)C2)C3)nc2sccn12 | 102 | 4 | 116 | 0 | 4 | 91 | 92 | 101
COc1ccc(NS(=O)(=O)c2cccc(C(=O)NNC(=O)c3cccn3C)c2)cc1 | 101[may fluoresce green] | 0 | 89[may fluoresce green] | 0 | 5 | 103[may fluoresce green] | 95[may fluoresce green] | 104[may fluoresce green]
COc1ccc(-c2sc3ccc(OC)cc3c2C#CCCO)cc1 | 102 | 1 | 103 | 1 | 1 | 103 | 104 | 91
O=C(COc1cccc(C(F)(F)F)c1)NNC(=O)c1ccc(=O)[nH]c1 | 94 | -1 | 89 | 0 | -5 | 93 | 89 | 88
CNC(=O)CSc1nnc(-c2ccc3c(c2)OCO3)n1C | 97 | -7 | 102 | 0 | -8 | 110 | 127 | 79
O=C(CN1C(=O)NC2(CCCCC2)C1=O)N1CCN(S(=O)(=O)/C=C/c2ccccc2)CC1 | 100 | 6 | 110 | 3 | 4 | 95 | 100 | 108
CCC1=C(OC(=O)N(CC)CC)N2C(=O)OC(=NCCOC)[C@]2(Cc2ccccc2)[C@H]2C1=CC[C@H]1C(=O)N(CC(=O)OC)C(=O)[C@H]12 | 99 | 16 | 103 | 2 | -6 | 74 | 96 | 85
O=C(CSCc1cccc(Cl)c1)Nc1ccccc1-c1ccccc1 | 106 | 8 | 105 | 29 | -5 | 104 | 106 | 101
COc1ccc(NC(=O)CNS(=O)(=O)c2cccs2)cc1 | 97 | 12 | 100 | 0 | -8 | 91 | 96 | 94
Cc1nn(C)cc1S(=O)(=O)Nc1cccc(Cl)c1 | 99 | 4 | 96 | 1 | -7 | 102 | 101 | 103
Cc1cc(S(=O)(=O)Nc2cccc(C(=O)O)c2)c(C)c(S(=O)(=O)c2ccc(Cl)cc2)c1 | 97 | 2 | 101 | 4 | 5 | 101 | 102 | 103
Cc1noc(C)c1C(=O)N1CCN(c2ccccc2O)CC1 | 96 | 7 | 114 | 0 | 5 | 91 | 100 | 99
COc1ccc(C(NC(N)=O)c2ccccc2)cc1 (centres undefined) | 97 | 1 | 95 | 0 | -1 | 98 | 97 | 102
Cc1ccc(/C=N/NC(=O)Cn2ccc(C(F)(F)F)n2)o1 | 105 | -6 | 88 | 2 | -7 | 113 | 101 | 106
Cc1ccc2nc(-c3ccncc3)c(Nc3ccccc3)n2c1 | 107 | 5 | 96 | 0 | 1 | 105 | 108 | 108
Clc1ccc(C2=Nn3c(nnc3-c3n[nH]c4c3CCC4)SC2)cc1Cl | 99 | -12 | 101 | 0 | -6 | 100 | 99 | 99
O=C(NCc1nnc(SCC(=O)N2CCOCC2)o1)c1c(F)cccc1Cl | 99 | 11 | 104 | 2 | 1 | 102 | 103 | 104
C=CCN1C(=Nc2cccnc2)SCC1(O)c1ccc(C)cc1 (centres undefined) | 86 | 4 | 94 | 0 | 6 | 84 | 79 | 83
CC(=O)N/N=C/c1cc([N+](=O)[O-])ccc1OCCOc1ccccc1 | 103 | 4 | 106 | 0 | -1 | 107 | 107 | .
Cc1ccc(NC2=C(CC(=O)O)C(c3ccccc3)N(c3ccc(C)cc3)C2=O)cc1 (centres undefined) | 102 | 4 | 92 | 0 | -7 | 93 | 101 | 95
Cc1ccc(N2CC3=C(C2=O)C(c2ccccc2)NC(=O)N3C)cc1 (centres undefined) | 99 | 4 | 98 | 0 | -4 | 104 | 102 | 109
Cc1cc(=O)oc2cc(NC(=O)C(C)Oc3ccccc3)ccc12 (centres undefined) | 89 | -4 | 97 | 0 | 7 | 84 | 99 | 89
CC(C)Oc1ccc(NC(=O)Oc2ccccc2)cc1 | 102 | -17 | 130 | 0 | 0 | 92 | 102 | 97
O=C(Nc1ccc(C(=O)O)cc1)/C(=C\C=C\c1ccccc1)NC(=O)c1ccccc1Br | 112 | -4 | 67 | 1 | 25 | 84 | 98 | 85
COc1cc2cc(C(=O)Nc3ccccc3)c(N)nc2cc1OC | 102 | 12 | 98 | 2 | -2 | 97 | 99 | 103
CC(=O)Oc1ccc(C(=O)Nc2cccc(C(=O)Nc3ccccc3C(=O)O)c2)cc1 | 103 | -1 | 95 | 0 | 1 | 96 | 106 | 95
CN(C)C(CNC(=S)Nc1ccc(F)cc1)c1cccnc1 (centres undefined) | 98 | 5 | 111 | 0 | -1 | 97 | 101 | 97
COC(=O)c1ccc(COc2ccc(C)cc2[N+](=O)[O-])o1 | 97 | 2 | 112 | . | -6 | 90 | 103 | 101
COc1ccc(C(C)=O)cc1COC(=O)c1c(C)nn(-c2ccccc2)c1C | 99 | -1 | 108 | 0 | 0 | 95 | 112 | 88
CN1CCC(=NNC(=O)c2ccco2)CC1 | 90 | 1 | 83 | 0 | 3 | 98 | 90 | 86
O=C(CCc1ccccc1)NNC(=S)NCc1ccc(Cl)cc1 | 108 | 13 | 87 | 25 | -14 | 101 | 102 | 100
COCCCNC(=O)Cn1c(=O)n(Cc2ccc(F)cc2)c(=O)c2sccc21 | 98 | 9 | 97 | 0 | -23 | 98 | 103 | 93

The listing continues:
SMILES | RPL19A-GFP yeast | VLA-4 inh | LAP4-GFP MLPCN | GRK2 aptamer HTS | JMJD2C inh | CIT2-GFP yeast | MEP2-GFP yeast | AGP1-GFP MLPCN
CCc1ccccc1NC(=O)NNC(=O)CCc1ccc(OC)cc1 | 119 | -4 | 77 | 0 | -10 | 82 | 110 | ?
CSCc1ccc(C(=O)Nc2cc(C)cc(C)c2)cc1 | 93 | 0 | 127 | 0 | -4 | 89 | 97 | 94
CCOc1ccc(C(C(=O)NC2CCCC2)N(CCCO)C(=O)c2ccc(-c3ccccc3)[nH]2)cc1 (centres undefined) | 101 | 19 | 104 | 1 | -4 | 99 | 98 | 103
COc1ccc2c(c1)nc(CN1CCN(CCO)CC1)n2C | 100 | -4 | 90 | 1 | 11 | 110 | 99 | 102
Cc1ccccc1OCC(=O)OCC(=O)Nc1ccc(Cl)cn1 | 100 | -5 | 101 | 4 | . | 103 | 102 | 109
NS(=O)(=O)c1ccc(-c2ccc(/C=N/NC(=O)c3ccc([N+](=O)[O-])cc3)o2)cc1 | 93 | -9 | 107 | 0 | -15 | 95 | 98 | 104
